High-throughput results from PubChem BioAssay.
P. falciparum M1AAP: P. falciparum M1AAP inhibitors, biochemical, fluorogenic H-Leu-NHMec substrate, 1536-well (AID 1445); Aminopeptidase N (Plasmodium falciparum (isolate 3D7)); recombinant M1AAP, H-Leu-NHMec fluorogenic kinetic assay; higher % means a stronger effect; one-dose inhibition, % at 30 µM; IC50 in µM for titrated hits; 220,000 tested, 0.42% active;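 active means primary inhibition above the hit cutoff, then over 50% inhibition at one or more dose response concentrations, cut at about 23% in these data, passing the limit was not always enough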;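 further: plate controls were DMSO full reaction for no effect and no enzyme background for full effect; strong numbers were not always called active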
LYP phosphatase: inhibitors of LYP phosphatase, biochemical, fluorescence intensity, uHTS (AID 1779) | Tyrosine-protein phosphatase non-receptor type 22 (Homo sapiens) | 290,000 tested, 0.054% active | inhibition, % at 11.5 µM, or IC50 in µM where a hit was titrated | recombinant LYP phosphatase, fluorescence intensity; higher % means a stronger effect;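 further: plate controls were vehicle with enzyme for no effect and no enzyme for full effect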
TNAP activation fold: human TNAP enzyme activators, primary screen, biochemical, luminescent, no phosphate acceptor, uHTS (AID 1001); activation fold at 20 µM, or EC50 in µM where a hit was titrated; Alkaline phosphatase, tissue-nonspecific isozyme (Homo sapiens); purified TNAP, luminescent activation assay, no phosphate acceptor; higher activation fold means a stronger effect; 200,000 tested, 0.03% active; in the data active means activation fold from about 3, or a potency from the dose series; inactive means the rest, 99 in 100 with activation fold below about 1.6; further: many of its hits are not listed in these tables
CSM14.1 death rescue: rescue of cells from ER stress-induced death, primary screen, 384-well, CSM14.1, thapsigargin, ATP luminescence (AID 1222). CSM14.1 thapsigargin-induced death rescue, ATP luminescence; higher % means a stronger effect. cellular ATP content (survival), % at 20 µM; hits with a dose series show EC50 in µM. 190,000 tested, under 10 active;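 active means EC50 below 50 µM in the dose-response confirmation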;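 further: death triggered by thapsigargin at about 15 µM added after 2 h compound pretreatment; cell ATP read after overnight thapsigargin exposure of roughly 18 to 22 hours; normalized against plate controls of thapsigargin alone and 5% DMSO vehicle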
human PMI inhibition: inhibitors of human PMI, primary screen, biochemical, fluorescence intensity, coupled assay (AID 1209); Mannose-6-phosphate isomerase (Homo sapiens); purified PMI enzyme, coupled fluorescence intensity; higher % means a stronger effect; inhibition, % at 20 µM, or IC50 in µM where a hit was titrated; 190,000 tested, 0.42% active;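 further: plate controls were DMSO vehicle for no effect and wells lacking substrate for full effect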
Myeloid diff MLP: induction of myeloid progenitor differentiation, primary screen, cell-based, flow cytometry, MLPCN library; ER-HoxA9 myeloid progenitors, lysozyme-GFP differentiation; calls only at 10 µM; 360,000 tested, 1% active; AID 624256, 2012;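 active means normalized GFP-positive differentiation at or above the plate's own cutoff, the solvent-only control mean plus 3 SD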;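 further: cells exposed to compound for four days before flow analysis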
PMI inhibition: human PMI inhibitors, high substrate, primary screen, biochemical, fluorescence intensity, high mannose 6-phosphate (AID 1220). Mannose-6-phosphate isomerase (Homo sapiens). recombinant PMI enzyme, coupled fluorescence intensity; higher % means a stronger effect. inhibition, % at 20 µM; hits with a dose series show IC50 in µM. 190,000 tested, 0.66% active
M17LAP inhibition: P. falciparum M17LAP inhibitors, primary screen, biochemical, fluorogenic H-Leu-NHMec substrate, 1536-well (AID 1619); Leucine aminopeptidase (Plasmodium falciparum (isolate 3D7)); recombinant M17LAP, H-Leu-NHMec fluorogenic kinetic assay; higher % means a stronger effect; inhibition, % at 30 µM, or IC50 in µM where a hit was titrated; 220,000 tested, 0.38% active;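 active means compound inhibiting the enzyme by more than half at any dose during confirmatory dose-response retesting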;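 further: plate controls were full reaction with DMSO carrier for no effect and no enzyme background for full effect; strong numbers were not always called active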
XIAP displacement: XIAP antagonists, biochemical, IAP family, fluorescence polarization (AID 1018). E3 ubiquitin-protein ligase XIAP (Homo sapiens). XIAP BIR domain, fluorescence polarization peptide displacement; higher % means a stronger effect. one-dose displacement, % at 20 µM; IC50 in µM for titrated hits. 200,000 tested, 0.007% active; in the data active means displacement above about 50%; further: a part of the inactive calls stands beside numbers as strong as those of hits
Myeloid diff MLP GFP+ MAC1+ %: also measured in Myeloid diff MLP; calls as there; GFP+ MAC1+ double positive, %; measured here: differentiation confirmed by MAC1 staining
Starred values were filed as active, the others as inactive; i = inactive; . = no result given. Unless noted, no stated cut-off is given here; in the data, active means inhibition above about 50%; inactive means the rest.

SMILES	P. falciparum M1AAP	LYP phosphatase	TNAP activation fold	CSM14.1 death rescue	human PMI inhibition	Myeloid diff MLP	Myeloid diff MLP GFP+ MAC1+ %	PMI inhibition	M17LAP inhibition	XIAP displacement
O=C(COC(=O)c1ccc(Cl)c(S(=O)(=O)N2CCc3ccccc3C2)c1)Nc1ncc(Cl)cc1Cl	0%	9%	1.1	0.6%	8%	i	0.3	12%	-4%	-10%
Cc1c(NC(=O)c2cc(C(C)C)on2)c(=O)n(-c2ccccc2)n1C	7%	-5%	1.1	-0.9%	4%	i	6.3	-2%	6%	-1.2%
CCN1CNC(=S)N(c2cc(C)ccc2C)C1	10%	-1%	1	0.6%	11%	i	0.4	7%	-8%	0.0%
COc1ccc(CC(NC(C)=O)C(=O)NC2CCN(c3nnnn3-c3ccccc3)CC2)cc1 (stereo not drawn)	5%	-7%	1.1	-0.3%	-6%	i	0.2	0%	9%	0.0%
COc1ccc(C(=O)NC(C(=O)NCCc2ccc3c(c2)OCCO3)C(C)C)cc1 (stereo not drawn)	2%	-4%	1.1	-1.2%	-21%	i	0.1	-25%	5%	-2.6%
CC1CCCc2sc3nc(N4CCN(CCO)CC4)n4ncnc4c3c21 (stereo not drawn)	4%	-2%	1.1	0.7%	8%	i	0.3	7%	4%	-0.3%
O=C(NC1CSCC1OC(=O)c1ccccc1)c1ccccc1 (stereo not drawn)	3%	-11%	.	.	.	i	0.6	.	0%	.
COc1cc2c(cc1OC)-c1nncn1C(C)(C)C2	3%	-6%	1.1	-0.5%	8%	i	1.2	0%	12%	-5.9%
NC(=O)c1ccc(N2CCC(C(N)=O)CC2)c([N+](=O)[O-])c1	5%	-2%	.	.	.	i	0.4	.	-4%	.
C=CCOc1ccc(/C(O)=C2\C(=O)C(=O)N(CCN(C)C)C2c2cccs2)cc1 (stereo not drawn)	2%	-7%	1	-0.4%	-17%	i	2.0	-5%	10%	-1.2%
COC(=O)c1ccc(-c2noc(CN(Cc3ccncc3)CC3CCCO3)n2)cc1 (stereo not drawn)	5%	-3%	1	-1.2%	.	i	0.4	.	9%	-7.4%
CCC(C)(C)C1CCc2c(sc(NC(=O)c3ccoc3C)c2C(N)=O)C1 (stereo not drawn)	-3%	-3%	1.1	11%	8%	i	0.3	0%	16%	-5.5%
CCOc1ccc(NC(=O)C2CCN(C(=O)NCc3ccccc3)CC2)cc1	-1%	-4%	0.9	0.0%	-8%	i	2.2	-4%	8%	-5.1%
Cc1[nH]c2ccccc2c1CCO	-2%	-2%	1.1	-2.9%	12%	i	2.3	33%	-2%	-1.4%
CCS(=O)(=O)Nc1cc(C(=O)O)ccc1C	0%	-11%	1.1	-0.7%	2%	i	0.2	8%	-2%	-5.1%
CCCCn1c2c(c(=N)c3c1CCC3)CCC2	32%	-7%	1.1	2.1%	3%	i	1.9	8%	-2%	-6.7%
N/C(=N\OC(=O)c1ccc(F)cc1)c1nonc1N	0%	-8%	1.1	-0.9%	3%	i	0.5	-20%	4%	-3.6%
COC(=O)c1ccc(CN(Cc2ccc(C(=O)OC)o2)C(C)(C)C)o1	-10%	-8%	1.1	3.9%	2%	i	1.0	-4%	-11%	-4.7%
O=C(CSc1nnc(NC(=O)c2ccco2)s1)Nc1ccccc1F	8%	-7%	1.3	0.4%	4%	i	1.3	10%	10%	0.1%
COc1cccc(OCCCCSc2ncccn2)c1	8%	-1%	1	3.0%	-3%	i	0.7	-6%	9%	-3.7%
COc1ccc(S(=O)(=O)N2CCC(NC(=O)C(Cc3cccc(OC)c3OC)NC(C)=O)CC2)cc1 (stereo not drawn)	12%	-5%	1.1	-0.2%	.	i	0.2	.	6%	-2.0%
CCOc1cc(NC(=S)NCCCN(C)C)c(OCC)cc1NC(=O)c1cccs1	11%	-2%	1	0.4%	5%	i	1.0	-2%	24%	0.0%
CCCCCCCN1C=CC(=O)CC1	-3%	-4%	.	.	.	i	1.6	.	0%	.
N/C(=N\OC(=O)c1cccc2ccccc12)c1ccccn1	4%	-4%	.	.	.	i	0.2	.	-8%	.
CCC(CC)C(=O)Nc1c2c(nn1-c1ccc(OC)cc1)CS(=O)(=O)C2	7%	-1%	1.1	2.2%	3%	i	7.5	12%	-10%	-18%

Six records picked at random from the list so far, as already listed:
SMILES	P. falciparum M1AAP	LYP phosphatase	TNAP activation fold	CSM14.1 death rescue	human PMI inhibition	Myeloid diff MLP	Myeloid diff MLP GFP+ MAC1+ %	PMI inhibition	M17LAP inhibition	XIAP displacement
N/C(=N\OC(=O)c1cccc2ccccc12)c1ccccn1	4%	-4%	.	.	.	i	0.2	.	-8%	.
Cc1[nH]c2ccccc2c1CCO	-2%	-2%	1.1	-2.9%	12%	i	2.3	33%	-2%	-1.4%
COC(=O)c1ccc(CN(Cc2ccc(C(=O)OC)o2)C(C)(C)C)o1	-10%	-8%	1.1	3.9%	2%	i	1.0	-4%	-11%	-4.7%
COC(=O)c1ccc(-c2noc(CN(Cc3ccncc3)CC3CCCO3)n2)cc1 (stereo not drawn)	5%	-3%	1	-1.2%	.	i	0.4	.	9%	-7.4%
O=C(COC(=O)c1ccc(Cl)c(S(=O)(=O)N2CCc3ccccc3C2)c1)Nc1ncc(Cl)cc1Cl	0%	9%	1.1	0.6%	8%	i	0.3	12%	-4%	-10%
COc1cccc(OCCCCSc2ncccn2)c1	8%	-1%	1	3.0%	-3%	i	0.7	-6%	9%	-3.7%

Taken from above.
Reading of COC(=O)c1ccc(CN(Cc2ccc(C(=O)OC)o2)C(C)(C)C)o1 under M17LAP inhibition: -11%
Reading of N/C(=N\OC(=O)c1ccc(F)cc1)c1nonc1N under M17LAP inhibition: 4%

(continued)
SMILES	P. falciparum M1AAP	LYP phosphatase	TNAP activation fold	CSM14.1 death rescue	human PMI inhibition	Myeloid diff MLP	Myeloid diff MLP GFP+ MAC1+ %	PMI inhibition	M17LAP inhibition	XIAP displacement
CN(C)CCCN1C(=O)c2oc3ccccc3c(=O)c2C1c1cccs1 (stereo not drawn)	11%	7%	1.1	.	6%	i	0.8	5%	22%	-0.6%
NC(=O)CC(NC(=O)Cc1cccc2ccccc12)c1ccc(NCc2ccccc2)c([N+](=O)[O-])c1 (stereo not drawn)	8%	-2%	.	.	.	i	2.4	.	-2%	.
CCCCN(CCCC)c1ccc(C(=O)c2ccccc2C(=O)O)c(O)c1	19%	5%	1	0.8%	9%	i	9.4	6%	-40%	-7.3%
CC(C)(C)OC(=O)N[C@@H](Cc1ccccc1)c1nnc(SCC(N)=O)o1	6%	-10%	.	.	.	i	0.2	.	-2%	.
COc1ccccc1N1CCN(C(=O)c2cc(-c3cccs3)on2)CC1	8%	1%	1.1	1.1%	13%	i	7.5	16%	-3%	-5.0%
COc1ccc(NC(=O)CSc2nc3ccsc3c(=O)n2Cc2ccccn2)c(OC)c1	13%	0%	1.1	-1.0%	-6%	i	0.2	-10%	14%	-11%
Cc1nn(CC(=O)NCCc2ccccc2)c(C)c1[N+](=O)[O-]	0%	-1%	1.1	-1.2%	3%	i	1.3	-6%	-5%	-4.2%
O=S(=O)(Nc1ccncc1Cl)c1cc(Cl)ccc1Cl	5%	-2%	.	.	.	i	0.3	.	50%	.
Cc1csc(NC(=O)[C@@H](NC(=O)c2ccccc2)C(C)C)n1	2%	2%	1.1	-2.2%	1%	i	0.1	3%	-3%	-2.2%
CCn1c(NN)nc2sc3c(c2c1=O)CCC3	4%	0%	1.1	-1.4%	-38%	i	1.0	-56%	19%	-9.3%
CCC[N+]1(CC#CC2(O)CCCCC2)CCOCC1	5%	-8%	1.2	1.5%	-4%	i	0.1	3%	-3%	-2.1%
CC(C)CC(NC(=O)C(NC(=O)C(Cc1ccc(OCc2ccccc2)cc1)NC(=O)OC(C)(C)C)C(C)C)C(N)=O (stereo not drawn)	-1%	-5%	1.2	-1.1%	0%	i	0.5	-16%	0%	-4.8%
COc1ccc(Nc2nnc(SC(C(=O)Nc3cc(C)ccc3C)c3ccccc3)s2)cc1 (stereo not drawn)	-3%	2%	0.8	0.6%	2%	i	0.5	-1%	-2%	-2.7%
O=C(N/N=C/c1cc(Cl)cc([N+](=O)[O-])c1O)C1CC1	30%	-6%	.	.	.	i	0.1	.	15%	.
N#Cc1ccc(CSc2nnc(NC(=O)C3CC(=O)N(c4ccc5c(c4)OCCO5)C3)s2)cc1 (stereo not drawn)	1%	4%	1.1	1.8%	11%	i	0.3	8%	21%	-3.6%
CC(C)C(NC(=O)c1ccc(S(=O)(=O)N2CCOCC2)cc1)c1nc2ccccc2[nH]1 (stereo not drawn)	8%	-10%	1.1	-0.5%	-2%	i	1.4	-4%	3%	-5.7%
COc1ccc(NC(=O)C2CCN(S(=O)(=O)c3cccc4cccnc34)CC2)cc1OC	3%	-3%	1.1	-0.7%	-14%	i	2.3	-5%	-9%	-2.9%
COc1ccc(Cn2nnnc2C(c2cc3ccc(OC)cc3[nH]c2=O)N2CCC(C)CC2)cc1 (stereo not drawn)	17%	3%	1.1	5.9%	-21%	i	0.9	-58%	13%	-3.0%
CCCOc1ccc(N2CC(C(=O)Nc3ncccc3C)CC2=O)cc1 (stereo not drawn)	0%	3%	1	0.9%	-3%	i	1.2	-2%	-9%	-4.8%
Cc1cccc(CCNC(=O)C2CCCN(S(=O)(=O)c3cnc[nH]3)C2)c1 (stereo not drawn)	2%	0%	1	0.5%	6%	i	2.1	2%	4%	-3.0%
CCn1cc(C(=O)N2CCN(c3ccccn3)CC2)c2cc(OC)c(OC)cc2c1=O	-1%	-10%	1.1	-1.3%	5%	i	0.9	1%	2%	-3.1%
Cc1ccc(OCCOc2ccc(Cl)cc2Cl)c([N+](=O)[O-])n1	1%	-4%	1.2	-0.9%	6%	i	0.4	-3%	-5%	-23%
COc1cccc(NC(=O)c2nnn(CCc3ccccc3)c2N)c1	6%	-5%	1.1	0.8%	2%	i	1.0	6%	-3%	-2.4%
Cc1cc(C)nc(Sc2c(C)nn(-c3ccccc3)c2C)n1	5%	-2%	1.2	.	0%	i	0.4	2%	2%	0.0%
Cc1ccc(Cn2c(SCCN3CCCCC3)nc3c2c(=O)n(C)c(=O)n3C)cc1	5%	6%	0.9	-1.6%	-14%	i	1.3	1%	17%	-2.8%
Cc1cc(-n2c(C)cc(C(=O)COC(=O)CN=C3NS(=O)(=O)c4ccccc43)c2C)no1	-6%	-1%	1.2	.	20%	i	0.9	14%	5%	-3.3%

Compounds as they come (roughly 2.7% active in at least one column).
